Screening results as filed in PubChem BioAssay.
Hsp90 Hop PPI = changes Hsp90-Hop TPR2A binding signal, up or down | Potency, µM (series often up to 57 µM), for inactives: at the top dose activity change, negative = inhibition | AlphaScreen TPR2A-His6 binding biotin-Hsp90 C-terminal peptide | hit rate 0.44% among 71,000; active means well fitted curve in either direction with a large enough effect; inconclusive means small, poorly fitted or top-dose-only effect, or another doubt; further: potency means the concentration at half of the fitted maximal effect; on the % scale 0 is the no-effect control and ±100 the full control effect; many of its hits are not listed in these tables
4MU fluor = 4-MU region autofluorescence; compound autofluorescence, 340/450 nm, 4-MU equivalents; hits give high values; max dye-equivalent concentration, M; hit rate 11% among 59,000; AID 589; in the data active means max dye-equivalent concentration above about 10 nM; inconclusive means mostly about 1.1 nM to 9.6 nM
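Intrinsic fluorescence at 340/450 nm (ex/em) was read after 15 min at room temperature in pH 8.0, 100 mM Tris. Each compound concentration expressed as 4-MU-equivalent concentration from a six-point 4-MU standard series on each plate.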
DNA Pol III inh = blocks replication by bacterial DNA polymerase III holoenzyme; reconstituted DNA polymerase III holoenzyme replication, biochemical; Potency, µM (doses to about 57.1 µM), inactives show at the highest dose activity change, negative = inhibition; hit rate 0.25% among 71,000; further: potency means the concentration at half of the fitted maximal effect; on the % scale 0 is the no-effect control and ±100 the full control effect
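Reconstituted *E. coli* holoenzyme (0.35 nM Pol III, 1 nM beta, 154 nM SSB, 2 nM primase) was preincubated with compound for 15 min at RT. Synthesis on 1.4 nM ssM13Gori ran 35 min, then was stopped with PicoGreen/EDTA and read as dsDNA fluorescence.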
GFP derepression = epigenetic GFP locus derepression in mouse cells; mouse C127i GFP locus derepression, cytometry, 30 h; Potency, µM (series often up to 46.1 µM), inactives show at the highest dose GFP derepression (activation); hit rate 0.09% among 68,000; further: % of control where 0% means no effect
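Read-out is the number of GFP-positive cells, scored as fluorescent objects 20 to 120 um wide, reflecting derepression of a silenced CMV-GFP reporter in murine C127i cells after 30 h compound exposure at 37 C.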
BRCT PPI green = blocks human BRCA1 BRCT binding to phosphopeptide, green readout | Potency, µM (top dose mostly 76.9 µM), inactives show at the highest dose activity change, negative = inhibition, usual class: inhibitors | hit rate 0.05% among 75,000 | BRCA1 BRCT-phosphopeptide binding, green fluorescence polarization | P38398;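 further: potency means the concentration at half of the fitted maximal effect; plate controls were peptide without protein for full effect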
Target sequence (P38398 whole entry, looked up): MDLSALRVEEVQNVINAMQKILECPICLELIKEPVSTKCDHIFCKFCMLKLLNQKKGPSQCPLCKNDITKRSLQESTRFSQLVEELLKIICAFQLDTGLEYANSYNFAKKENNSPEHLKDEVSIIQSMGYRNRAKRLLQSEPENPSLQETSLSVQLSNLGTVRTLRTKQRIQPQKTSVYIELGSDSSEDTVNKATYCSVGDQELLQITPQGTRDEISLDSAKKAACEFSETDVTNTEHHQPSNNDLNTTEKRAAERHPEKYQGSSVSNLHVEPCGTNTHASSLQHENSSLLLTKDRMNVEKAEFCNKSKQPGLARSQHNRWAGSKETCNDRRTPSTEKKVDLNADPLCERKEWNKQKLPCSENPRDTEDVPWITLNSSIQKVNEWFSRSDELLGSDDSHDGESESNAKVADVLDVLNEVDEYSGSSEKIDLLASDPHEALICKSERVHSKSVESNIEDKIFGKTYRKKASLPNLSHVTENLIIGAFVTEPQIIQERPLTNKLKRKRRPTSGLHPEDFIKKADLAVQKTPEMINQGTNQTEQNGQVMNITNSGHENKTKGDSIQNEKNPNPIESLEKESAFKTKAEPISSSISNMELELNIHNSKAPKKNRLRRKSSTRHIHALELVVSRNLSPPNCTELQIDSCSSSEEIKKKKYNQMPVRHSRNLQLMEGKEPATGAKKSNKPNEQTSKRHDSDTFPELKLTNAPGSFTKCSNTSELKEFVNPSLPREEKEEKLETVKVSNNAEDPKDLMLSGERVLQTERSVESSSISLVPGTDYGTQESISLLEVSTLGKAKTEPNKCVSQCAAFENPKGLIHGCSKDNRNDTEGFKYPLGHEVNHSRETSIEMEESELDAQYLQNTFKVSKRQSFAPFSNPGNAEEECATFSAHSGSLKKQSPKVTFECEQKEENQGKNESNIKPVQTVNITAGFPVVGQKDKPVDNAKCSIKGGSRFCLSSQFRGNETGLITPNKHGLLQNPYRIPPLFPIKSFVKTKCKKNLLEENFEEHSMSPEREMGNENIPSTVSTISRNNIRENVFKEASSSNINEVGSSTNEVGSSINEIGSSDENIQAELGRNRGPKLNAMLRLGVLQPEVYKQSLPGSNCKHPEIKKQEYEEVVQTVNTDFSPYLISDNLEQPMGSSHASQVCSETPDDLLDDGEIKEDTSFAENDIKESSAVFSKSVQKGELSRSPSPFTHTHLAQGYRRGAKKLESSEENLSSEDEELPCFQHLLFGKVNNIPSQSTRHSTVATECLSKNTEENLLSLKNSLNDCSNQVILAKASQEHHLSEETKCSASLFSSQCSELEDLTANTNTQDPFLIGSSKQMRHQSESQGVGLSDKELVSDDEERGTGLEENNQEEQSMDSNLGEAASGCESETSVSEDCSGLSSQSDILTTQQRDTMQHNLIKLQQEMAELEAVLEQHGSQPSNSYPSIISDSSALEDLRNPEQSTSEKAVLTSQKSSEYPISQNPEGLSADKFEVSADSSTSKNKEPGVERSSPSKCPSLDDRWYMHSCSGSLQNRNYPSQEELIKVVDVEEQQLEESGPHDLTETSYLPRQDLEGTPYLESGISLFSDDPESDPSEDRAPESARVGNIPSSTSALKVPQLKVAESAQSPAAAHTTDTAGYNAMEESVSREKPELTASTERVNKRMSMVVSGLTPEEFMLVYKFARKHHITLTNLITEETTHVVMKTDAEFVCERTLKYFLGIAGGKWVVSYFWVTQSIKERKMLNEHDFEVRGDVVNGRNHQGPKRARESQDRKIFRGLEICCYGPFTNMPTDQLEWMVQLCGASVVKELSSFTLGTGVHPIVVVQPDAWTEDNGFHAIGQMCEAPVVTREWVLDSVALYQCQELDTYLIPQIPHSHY
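Compounds were incubated for 12 min at room temperature with a complex of 100 nM fluorescein-tagged pBACH1 decapeptide and 250 nM His-tagged BRCT protein. Buffer was phosphate pH 7.3 with EDTA, DTT and Tween 20. Disruption of binding lowers the polarization signal.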
15-hLO inh = inhibitors of human 15-lipoxygenase (ALOX15); purified 15hLO-1, xylenol orange hydroperoxide absorbance; Potency, µM (top dose mostly 57.1 µM), inactives show top-dose activity change, negative = inhibition, actives largely listed as inhibitors; hit rate 1.4% among 74,000; further: potency means the concentration at half of the fitted maximal effect; on the % scale 0 is the no-effect control and ±100 the full control effect; nearly all actives have a fitted effect of over 55% in size
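Purified human 15hLO-1 (40 nM final) in 25 mM Hepes pH 7.5, 0.01% Triton X-100 was preincubated with compound 15 min at room temperature, then reacted 6 min with 50 uM arachidonic acid; hydroperoxide detected by Fe-XO, 573/405 nm absorbance ratio.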
HBB splicing = alters splicing of the hemoglobin beta chain | HBB splicing reporter cell assay, activation; EGFP reporter with mutant IVS2-654 intron; response scale: normalised to 500 nM splice-correcting PNA | Potency, µM (titrated, usually from 46.1 µM), for the others: top-dose activation, actives largely listed as activators | hit rate 0.06% among 65,000 | AID 925; further: potency means the concentration at half of the fitted maximal effect; 0% is about no effect
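HeLa cells stably expressing EGFP interrupted by mutant beta-globin intron 2 (IVS2-654), 500/well in 2% FCS. Treated with compound for 2 days at 37C. Splicing correction scored as total well GFP intensity (488 nm excitation, 500-520 nm emission); 500 nM antisense PNA served as control.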
UbGFP stabilizer = ubiquitin-GFP accumulation via proteasome inhibition. 67,000 tested, under 10 active. Ubiquitin-GFP reporter cells, proteasome inhibition, GFP fluorescence; response scale: untreated = 0%, 10 µM MG-132 = 100%. Potency, µM (highest dose often 45.9 µM), inactives show top-dose activation (GFP accumulation), actives largely listed as activators; active means well fitted activation curve with a large enough effect, not every such curve was filed as active; inconclusive means small, poorly fitted or top-dose-only effect, or another doubt; inactive means no such curve, though single readings can be large or run the other way; further: potency means the concentration at half of the fitted maximal effect
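Proteasome block read as GFP accumulation: ubiquitin(G76V)-GFP U2OS cells exposed to compound (2.9 nM–46 uM) for 4 hr at 37 C. Normalization used untreated cells as 0% and 10 uM MG-132 as 100%; concentration-response curves fitted.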
BRCT inh red = BRCT-phosphoprotein interaction inhibition (red fluorophore). P38398. BRCT-phosphopeptide binding, red fluorescence polarization. Potency, µM (titrated, usually from 76.9 µM), for inactives: at the top dose activity change, negative = inhibition, usual class: inhibitors. hit rate 0.03% among 75,000. AID 892; further: on the % scale 0 is the no-effect control and ±100 the full control effect
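Fluorescence polarization: 100 nM His-tagged BRCA1 BRCT with 100 nM TAMRA-labelled phospho-BACH1 decapeptide, phosphate buffer pH 7.3 with 150 mM NaCl, DTT, 0.01% Tween 20; 12 min RT. Binding inhibition seen as FP decrease.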
CRE Fsk mod = CRE-bla signaling modulation under forskolin stimulation | CHO CRE-bla reporter (cAMP response element driving beta-lactamase), forskolin EC10, beta-lactamase ratio | Potency, µM (titrated, usually from 38.2 µM), for the others: at the highest dose activity change, negative = inhibition, hits mostly activators | hit rate 2.5% among 71,000; active means well fitted activation curve with a large enough effect in the signal ratio, with a control signal flat, not every such curve was filed as active; inconclusive means small, poorly fitted or top-dose-only effect, or effect the other way, or a change in a side signal; the % refers to the signal ratio; further: potency means the concentration at half of the fitted maximal effect; % of control where 0% means no effect
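AC50 values, positive or negative, reflect shifts in EC10 NKH 477-induced CRE-bla reporter activity in CHO cells. Incubation lasted 3 h at 37 °C before CCF4 substrate (2 h, room temperature) and ratiometric 460/530 nm reading.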
A350 autofl = compound fluoresces in the Alexa 350 spectral region; Compound autofluorescence, 340/450 nm, Alexa 350 dye-equivalents; hits give high values; max dye-equivalent concentration, M; hit rate 11% among 59,000; AID 590; in the data active means max dye-equivalent concentration above about 10 nM; inconclusive means mostly about 1.1 nM to 9.6 nM
* = called active by the depositor; i = inactive; ? = inconclusive; · = not tested or not shown; & = joins results of further samples; ! = repeats disagree; [ ] = remark or other dose. Unless noted, the call rests on the fitted dose curve; in most records, active means well fitted curve in the direction sought with a large enough effect; inconclusive means small, poorly fitted or top-dose-only effect, or another doubt; inactive means no such curve, though single readings can be large; an effect the other way counts as inactive or inconclusive. This is a subset; rates above refer to the full screens.

SMILES	Hsp90 Hop PPI	4MU fluor	DNA Pol III inh	GFP derepression	BRCT PPI green	15-hLO inh	HBB splicing	UbGFP stabilizer	BRCT inh red	CRE Fsk mod	A350 autofl
CCC(=NCCO)c1c(O)n(C2CCCCC2)c(=O)[nH]c1=O	-0.4%	i	-3.3%	4.3%	-1.2%	6.0%	4.3%[0.369 µM]	-3.1%	-1.8%	26.7%	?
COc1cc(CN2CC3CC(C2)c2cccc(=O)n2C3)cc(OC)c1OC (centres undefined)	-3.5%	·	-0.4%	2.2%	0.2%	-14.3%	1.0%[9.22 µM]	-0.8%	1.2%	4.4%	·
CN(C)C(=O)Cl	1.1%	·	-3.8%	·	1.9%	-15.0%	-1.0%	·	0.0%	-4.1%	·
COCCCn1c(N)c(C(=O)OC(C)COC)c2nc3ccccc3nc21 (centres undefined)	2.7%	7.4e-06M*	-3.2%	0.0%	-0.8%	-28.7%	6.1%[0.369 µM]	·	1.6%	?	1.04e-05M*
Cc1ccnc(-n2c(-c3ccco3)nc3ccccc3c2=O)c1	-0.4%	i	1.1%	0.0%	-1.7%	8.8%	0.7%[57.5 µM]	1.9%	-0.5%	17.6%	i
c1ccc(CCCN2CCN(CCOC(c3ccccc3)c3ccccc3)CC2)cc1	-5.6%&-13.7%	i	-2.0%&0.8%	-1.4%&-0.6%	-0.3%&-1.4%	25.1µM*	-1.1%	-3.9%&3.3%	-1.3%&-2.5%	?	i
OC1(c2ccc(F)cc2)CC2CCC(C1)N2Cc1nnnn1C1CCCC1 (centres undefined)	-0.1%	i	-3.4%	-1.9%	1.0%	-10.8%	·	-1.1%	-3.0%	5.8%	i
NS(=O)(=O)C[C-]1C=C[CH]([Sb-]([Cl])([Cl])([Cl])([Cl])[Cl])C=C1.c1ccncc1 (centres undefined)	-5.6%[11 µM]	i	-1.5%[11.4 µM]	0.0%[9.22 µM]	-1.5%[15.4 µM]	15.5%[11.4 µM]	-1.5%[9.22 µM]	0.9%[9.17 µM]	-0.7%[15.4 µM]	6.2%[7.6 µM]	i
Cc1ccccc1[N+](=O)[O-]	-0.6%	·	0.0%	·	0.6%	-10.9%	0.9%	·	0.0%	-0.3%	·
O=C1c2ccccc2C(=O)N1Cc1nc2ccccc2c(=O)n1-c1ccc(Br)cn1	-4.4%	·	0.0%	3.6%	-0.6%	-3.4%	-0.6%	-8.7%	0.5%	-11.2%	·
O=C(c1ccco1)N1CCC2(CC1)CN(Cc1ccncc1)C2	2.9%	i	-7.2%	-2.3%[9.22 µM]	3.8%	10.2%	2.2%	-2.3%	-2.3%	-2.0%	i
O=C(O)c1ccccc1-c1c2cc(Br)c(=O)cc-2oc2[c]([Hg])c(O)c(Br)cc12	-7.7%[26 µM]	i	i	-1.2%[20.6 µM]	0.794µM*	0.251µM*	0.8%[20.6 µM]	15.3%[20.5 µM]	1.58µM*	-16.6%[17.1 µM]	i
O=C(NCC(c1cccnc1)N1CCN(c2ccccc2)CC1)Oc1ccccc1 (centres undefined)	-10.8%	i	-0.4%	0.0%	0.3%	5.5%	-0.5%	-6.4%	-2.0%	?	i
CC(=NCCN1CCOCC1)c1c(O)n(-c2ccccc2C)c(=O)[nH]c1=O	-2.1%	i	-0.4%	0.0%	0.0%	-2.4%	-1.2%	-2.0%	-2.0%	-2.0%	i
Cn1nc(-c2ccc(OCC(=O)N3CCN(Cc4ccccc4)CC3)cc2)c2ccccc2c1=O	-2.5%	i	-3.7%	0.0%	0.9%	-10.4%	1.2%	10.0%	1.0%	0.0158µM*	i
CCCCn1c(O)c(C(CC)=NCc2ccc3c(c2)OCO3)c(=O)[nH]c1=O	-8.4%	i	-2.8%	6.9%	2.9%	-15.2%	-0.9%[0.369 µM]	-1.0%	-0.4%	?	i
CN1CCN(c2ncc3ncc(=O)n(C)c3n2)CC1	-6.4%	?	-11.5%	2.7%[9.22 µM]	-2.1%	1.0%	0.9%	3.1%	0.3%	-0.6%	?
CCC(=O)N1CCN(CCN=Cc2c(O)n(C)c(=O)n(C)c2=O)CC1	-2.6%	i	8.4%	-3.8%	-1.2%	2.1%	2.8%	-2.0%	2.2%	-7.5%	i
CC(=O)O[C@H]1CC[C@H]2[C@@H]3CCC4=C[C@@H](C5SCCS5)[C@H](OC(C)=O)C[C@]4(C)[C@H]3CC[C@@]12C	?	i	-7.9%[11.4 µM]	-1.1%[9.22 µM]	-2.6%[15.4 µM]	8.6%[11.4 µM]	4.7%[9.22 µM]	0.5%[9.17 µM]	1.5%[15.4 µM]	9.8%[7.6 µM]	i
NC(=O)OCCSc1nnc(-c2cccc(C(N)=S)c2)o1	0.5%	?	-2.9%	3.3%	-0.4%	6.1%	-0.5%[57.5 µM]	-4.8%	-0.2%	-7.0%	?
Cc1nc2ccccc2c(=O)n1-n1cnnc1	2.9%	i	0.8%	2.4%	-2.7%	0.3%	3.1%	1.0%	0.5%	?	i
CC(C)(O)[C@H]1[C@H]2OC(=O)[C@@H]1[C@]1(O)C[C@H]3O[C@]34C(=O)O[C@H]2[C@]14C	-4.5%	i	-5.0%	-0.1%[9.22 µM]	·	·	·	5.7%	·	?	i
CC1(C)N(O)C(c2ccc(C(=O)O)cc2)=[N+]([O-])C1(C)C	-8.8%	·	-7.6%	1.4%	0.3%	23.7%[25.6 µM]	·	13.2%	-1.3%	?	·
CCC/C=N/O	-2.0%	·	3.7%	·	-0.9%	-2.5%	0.1%	·	-0.8%	-6.1%	·
Cc1ccc2c(c1)C1CN(C)CCC1N2C(=O)c1ccco1 (centres undefined)	-1.7%	i	-4.8%	1.0%	-1.5%	-0.1%	1.2%	0.3%	-1.6%	7.2%	i
Cc1c2ccncc2c(C)c2c1[nH]c1ccccc12	8.4%[26 µM]	?	7.94µM*	12.6µM*!	-2.6%	-8.5%	12.6µM*	-4.8%[20.5 µM]	-5.4%	15.8µM*!	?
O=Cc1ccco1	-3.3%	·	-8.5%	·	-1.1%	1.2%	-0.5%	·	0.9%	-12.7%	·
Cc1cc(Cl)ccc1OC(C)C(=O)O (centres undefined)	3.0%	i	-3.6%	1.2%	-2.5%	-4.2%	-0.8%	14.7%	-2.6%	?	i
CCC[C@@H]1CC2=CC(=O)CC[C@]2(C)[C@@H]2CC[C@@]3(C)[C@H](CC[C@]3(O)CCC(=O)O)[C@H]12	-5.0%	·	-4.3%	0.0%	-2.0%	-13.3%[25.6 µM]	·	0.0%	0.8%	?	·
CCC1(CC)C(=O)NC(=Nc2cccc(C(F)(F)F)c2)NC1=O	0.0%	i	-0.4%	2.6%	-0.5%	-5.5%	1.4%	-3.4%	1.7%	19.1%	i
COc1ccc(C(CC(=O)N2CCC3(CC2)OCCO3)NS(=O)(=O)c2ccc(OC)cc2)cc1 (centres undefined)	1.1%	i	-1.4%	1.1%	-2.9%	4.1%	-1.4%	2.8%	-1.8%	?	i
C=CCN1C(=O)C2(C(C(=O)OCC)=C(N)Oc3ccccc32)C2=C1CCCC2=O (centres undefined)	-7.8%	i	-1.2%	-1.1%	-2.0%	10.6%	4.1%	-6.2%	-0.8%	?	i
Cn1c(O)c(C=NC2CC(C)(C)NC(C)(C)C2)c(=O)n(C)c1=O	-4.9%	·	-2.5%	-2.0%	-3.2%	5.7%	1.2%	0.0%	-0.7%	-3.7%	·
CCSCC[C@H](N)C(=O)O	-2.4%[11 µM]	i	-7.3%[11.4 µM]	-3.4%[9.22 µM]	6.4%[15.4 µM]	12.8%[11.4 µM]	0.4%[9.22 µM]	0.9%[9.17 µM]	-1.0%[15.4 µM]	-9.7%[7.6 µM]	i
Cc1ccc(S(=O)(=O)N[C@@H](CCCCN)C(=O)CCl)cc1	-7.7%	1.12e-08M*	0.7%	2.2%	-2.3%	-12.3%	1.3%	7.5%	1.4%	-7.7%	?
CCn1c(=O)cc(OCC(=O)N2CCC3(CC2)OCCO3)c2ccccc21	-1.5%	i	-9.4%	0.0%	-0.5%	4.1%	0.8%	6.0%	-0.9%	-12.4%	i
